# C diff growth = blocks growth of Clostridium difficile; Clostridium difficile clinical isolate growth, OD600, 24 h; hits give low values; growth activity, negative = inhibition, % at 16 µg/mL (by protocol); 86,000 tested, 0.25% active;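 active = mean growth activity at or below -80% and every replicate also at or below -80%; inconclusive = mean at or below -80% but some replicate above -80%; inactive = mean growth activity above -80%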;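 also: 0% = DMSO wells and -100% = levofloxacin 16 µg/mL wells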
# Pf Dd2 inh = inhibitors of Plasmodium falciparum Dd2 growth; P. falciparum Dd2 growth, SYBR Green, 72 h; hits give low values; activity change, % at 10 µM; 94,000 tested, 2.3% active; AID 1159554; in the data active = activity change below about -80%; inconclusive = no clear call, values can overlap the other calls
# GASC1 inh = KDM4C (human) demethylase inhibition. inhibition, % at 12.5 µM. GST-KDM4C 2-372, H3K9me3 peptide, LANCE TR-FRET. 96,000 tested, 0.15% active. Q9H3R0;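 active = mean replicate inhibition above about 25%, with at least 55% of replicates also reaching it, limit read from the data, passing the limit was not always enough; inconclusive = only one of those two conditions met; inactive = neither condition met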
# Target sequence (Q9H3R0 2-372 limits assumed): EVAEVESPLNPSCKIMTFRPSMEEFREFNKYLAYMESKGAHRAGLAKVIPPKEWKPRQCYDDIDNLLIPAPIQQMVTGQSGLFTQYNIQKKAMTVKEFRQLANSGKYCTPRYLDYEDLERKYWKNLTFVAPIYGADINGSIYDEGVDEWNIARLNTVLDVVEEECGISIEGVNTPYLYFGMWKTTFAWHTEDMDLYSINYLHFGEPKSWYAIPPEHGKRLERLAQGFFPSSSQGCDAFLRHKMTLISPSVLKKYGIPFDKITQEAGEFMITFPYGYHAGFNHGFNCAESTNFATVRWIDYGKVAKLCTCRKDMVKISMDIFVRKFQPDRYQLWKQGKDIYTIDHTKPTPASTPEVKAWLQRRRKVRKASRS
#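 Test system – GST-tagged GASC-1 (JMJD2C) catalytic fragment, aa 2-372 · Medium – HEPES buffer, pH 7.5, plus ascorbate · Reagent – H3K9me3 peptide with Fe(II)/2OG · Compound – one test concentration per compound · Timing – 30 min reaction, 60 min detection, RT · Technique – TR-FRET with Eu antibody and ULight streptavidin, EDTA stop · Read-out basis – inhibition from TR-FRET ratio decrease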
# T cruzi growth = T. cruzi proliferation inhibition; T. cruzi beta-gal in NIH3T3, GalScreen luminescence, 90 h; inhibition, % at 8.34 µM; 77,000 tested, 5.9% active; AID 624255;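 active = mean inhibition above about 93%, with at least 55% of replicates each passing it, limit read from the data, passing the limit was not always enough; inconclusive = only one of those two conditions holds; inactive = neither condition holds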
# Starred values were filed as active, the others as inactive; u = inconclusive; x = not tested or not shown.
SMILES,C diff growth,Pf Dd2 inh,GASC1 inh,T cruzi growth
O=C(C[C@H]1CC[C@@H]2[C@H](COC[C@@H](O)CN2C(=O)c2cnccn2)O1)NCc1ccccc1,x,4,0.1,-9
COc1cccc(-c2cnc3c(c2)C(=O)N([C@@H](C)CO)C[C@@H](C)[C@@H](CN(C)C(=O)CC2CC2)O3)c1,11,-11,-1.8,18
COCC(=O)N1[C@@H](CO)[C@H](c2ccc(-c3ccccc3)cc2)C12CN(C(C)=O)C2,-3,16,-0.2,x
O=C(C[C@H]1CC[C@@H]2[C@H](COC[C@H](O)CN2S(=O)(=O)c2ccc(Cl)cc2)O1)N[C@H]1CCN(Cc2ccccc2)C1,x,-32,-2.8,28
CCC(=O)N(C)C[C@@H]1Oc2cc(C#C[C@@H](C)O)ccc2S(=O)(=O)N([C@H](C)CO)C[C@@H]1C,0,18,2.0,2
N#C[C@@H]1[C@H](c2ccccc2-c2cccc(F)c2)[C@H](CO)N1C(=O)c1cccnc1,9,-17,-1.7,x
CO[C@@H]1CN(C)C(=O)c2ccc(NC(=O)c3cccc(F)c3)cc2OC[C@@H](C)N(C)C[C@H]1C,x,-26,0.3,3
C[C@H]1CN([C@@H](C)CO)C(=O)Cc2cc(NC(=O)Nc3ccc(C(F)(F)F)cc3)ccc2O[C@@H]1CN(C)Cc1ccc(C(=O)O)cc1,-11,10,1.2,-9
C[C@@H]1CN([C@H](C)CO)C(=O)Cc2cc(NC(=O)Nc3ccccc3)ccc2O[C@@H]1CN(C)Cc1ccc(Oc2ccccc2)cc1,14,-4,-0.3,45
O=C(c1ccccn1)N1CC(=O)N2[C@H](C1)[C@H](c1ccc(-c3cccc(F)c3)cc1)[C@@H]2CO,12,35,-0.5,x
COc1cccc(-c2ccc3n(c2=O)C[C@@H]2[C@@H](CO)[C@H](C(=O)N(C)C)[C@H]3N2CC2CC2)c1,-1,-3,-0.8,28
C[C@@H]1CN([C@H](C)CO)C(=O)c2c(c3ccccc3n2C)-c2ccccc2CO[C@H]1CN(C)S(=O)(=O)c1ccccc1F,-9,-59,-2.7,68
N#C[C@@H]1[C@@H](c2ccc(-c3cncnc3)cc2)[C@H](CO)N1C(=O)C1CCC1,-12,6,-2.3,103*
CCN1[C@@H]2Cn3c(ccc(-c4cccc(OC)c4)c3=O)[C@H]1[C@@H](C(=O)N(C)C)[C@@H]2CO,9,x,-1.7,0
COc1ccccc1-c1cn(CC[C@H]2CC[C@@H](NC(=O)C3CCCCC3)[C@H](CO)O2)nn1,-1,-14,0.9,-20
CCCNC(=O)N1[C@@H]2CN(C(=O)C3CCOCC3)c3ccccc3[C@@H]2[C@@H]1CO,0,-1,0.8,48
CCCNC(=O)C[C@@H]1C[C@H]2c3cc(NC(=O)CN(C)C)ccc3O[C@H]2[C@H](CO)O1,4,24,40*,16
C[C@@H]1CCCCO[C@H](CN(C)S(=O)(=O)c2ccccc2)[C@@H](C)CN([C@@H](C)CO)C(=O)c2cc(NS(=O)(=O)c3ccc(F)cc3)ccc2O1,-9,-57,-2.1,x
CC(C)NC(=O)N1[C@H](CO)[C@@H](c2ccc(C#CC3CC3)cc2)[C@@H]1C#N,-7,-33,0.0,u
C[C@@H](NC(=O)C[C@@H]1C=C[C@@H](NC(=O)C2CC2)[C@@H](CO)O1)c1ccccc1,5,3,0.0,x
C[C@@H]1CN([C@@H](C)CO)C(=O)c2cc(NC(=O)C3CCCCC3)ccc2O[C@@H](C)CCCCO[C@H]1CN(C)C(=O)Nc1cccc2ccccc12,-4,-78,-4.4,70
C[C@@H]1CN([C@@H](C)CO)C(=O)CCCn2cc(nn2)CO[C@H]1CN(C)Cc1ccncc1,x,3,0.5,-20
O=C(Nc1ccccc1)Nc1ccc2c(c1)[C@H]1C[C@@H](CC(=O)N3CCOCC3)O[C@H](CO)[C@H]1O2,-4,-26,0.3,71
C[C@H](CO)N1C[C@H](C)[C@@H](CN(C)C(=O)[C@H](Cc2ccccc2)N(C)C)OCc2ccccc2-c2c(n(C)c3ccccc23)C1=O,6,-11,1.6,-73
O=C(c1ccccc1F)N1CC2(C1)[C@H](c1ccccc1)[C@H](CO)N2CC1CCCC1,21,-20,-1.8,x

# 3 entries from above, with each value named.
COc1ccccc1-c1cn(CC[C@H]2CC[C@@H](NC(=O)C3CCCCC3)[C@H](CO)O2)nn1
  C diff growth: -1
  Pf Dd2 inh: -14
  GASC1 inh: 0.9
  T cruzi growth: -20

CCCNC(=O)N1[C@@H]2CN(C(=O)C3CCOCC3)c3ccccc3[C@@H]2[C@@H]1CO
  C diff growth: 0
  Pf Dd2 inh: -1
  GASC1 inh: 0.8
  T cruzi growth: 48

CCCNC(=O)C[C@@H]1C[C@H]2c3cc(NC(=O)CN(C)C)ccc3O[C@H]2[C@H](CO)O1
  C diff growth: 4
  Pf Dd2 inh: 24
  GASC1 inh: 40*
  T cruzi growth: 16

# Quoted from above, five compounds:
SMILES,C diff growth,Pf Dd2 inh,GASC1 inh,T cruzi growth
C[C@@H]1CN([C@@H](C)CO)C(=O)c2cc(NC(=O)C3CCCCC3)ccc2O[C@@H](C)CCCCO[C@H]1CN(C)C(=O)Nc1cccc2ccccc12,-4,-78,-4.4,70
C[C@@H]1CN([C@@H](C)CO)C(=O)CCCn2cc(nn2)CO[C@H]1CN(C)Cc1ccncc1,x,3,0.5,-20
O=C(Nc1ccccc1)Nc1ccc2c(c1)[C@H]1C[C@@H](CC(=O)N3CCOCC3)O[C@H](CO)[C@H]1O2,-4,-26,0.3,71
C[C@H](CO)N1C[C@H](C)[C@@H](CN(C)C(=O)[C@H](Cc2ccccc2)N(C)C)OCc2ccccc2-c2c(n(C)c3ccccc23)C1=O,6,-11,1.6,-73
O=C(c1ccccc1F)N1CC2(C1)[C@H](c1ccccc1)[C@H](CO)N2CC1CCCC1,21,-20,-1.8,x

# Taken from above:
# Result of COc1ccccc1-c1cn(CC[C@H]2CC[C@@H](NC(=O)C3CCCCC3)[C@H](CO)O2)nn1 in GASC1 inh: 0.9
# Result of CCCNC(=O)N1[C@@H]2CN(C(=O)C3CCOCC3)c3ccccc3[C@@H]2[C@@H]1CO in T cruzi growth: 48

# New compounds follow.
SMILES,C diff growth,Pf Dd2 inh,GASC1 inh,T cruzi growth
C[C@H](CO)N1C[C@H](C)[C@H](CN(C)S(=O)(=O)c2cccs2)Oc2ncc(-c3ccccc3)cc2C1=O,-2,-2,-0.5,x
C[C@@H]1CN([C@@H](C)CO)C(=O)CCCn2nncc2CO[C@@H]1CN(C)C(=O)Nc1cccc(F)c1,2,23,1.0,-25
C[C@H](CO)N1C[C@H](C)[C@@H](CN(C)C(=O)Nc2ccccc2)OCCCC[C@H](C)Oc2ccc(NS(=O)(=O)c3ccccc3)cc2C1=O,x,-36,8.1,x
C[C@H](CO)N1C[C@H](C)[C@@H](CN(C)C(=O)C2CC2)OCc2ccccc2-c2c(n(C)c3ccccc23)C1=O,6,-22,1.1,89
CNC[C@@H]1OCCCC[C@@H](C)Oc2ccc(NC(=O)c3ccncc3)cc2C(=O)N([C@H](C)CO)C[C@H]1C,-3,x,x,24
COc1cccc(S(=O)(=O)N[C@@H]2CC[C@@H](CCn3cc(-c4ccccc4)nn3)O[C@H]2CO)c1,-4,-15,-1.1,-6
C[C@H](O)C#Cc1ccc([C@@H]2[C@@H](CO)N3CCCCN(CC4CCOCC4)C[C@@H]23)cc1,-3,-9,0.3,-68
COc1cccc(NC(=O)N(C)C[C@H]2Oc3cc(C#Cc4ccc(F)cc4)ccc3S(=O)(=O)N([C@@H](C)CO)C[C@H]2C)c1,6,-49,0.4,116*
Cc1ccc(S(=O)(=O)N(C)C[C@H]2Oc3c(NS(=O)(=O)c4ccccc4)cccc3C(=O)N([C@H](C)CO)C[C@H]2C)cc1,-17,-9,1.4,71
O=C(C[C@@H]1CC[C@@H]2[C@H](COC[C@H](O)CN2C(=O)c2ccccc2F)O1)N1CCCCC1,x,1,-1.1,7
O=C(C[C@@H]1CC[C@H]2[C@@H](COC[C@@H](O)CN2S(=O)(=O)c2ccccc2)O1)Nc1ccccc1,4,2,0.4,-14
COc1ccc(NC(=O)Nc2ccc3c(c2)[C@H]2C[C@H](CC(=O)N(C)C)O[C@@H](CO)[C@H]2O3)cc1,0,19,-0.8,11
C/C=C/c1cnc2c(c1)C(=O)N([C@@H](C)CO)C[C@H](C)[C@H](CN(C)C(=O)Nc1ccc(F)cc1)O2,-2,14,1.8,x
CO[C@@H]1CN(C)C(=O)c2ccc(NC(=O)C3CCC3)cc2OC[C@H](C)N(Cc2ccncc2)C[C@@H]1C,x,x,u,28
COc1ccc2c3c([nH]c2c1)[C@H](CO)N(Cc1nccs1)CC31CN(C(=O)C2CCCC2)C1,4,-28,1.6,x
O=C(O)C[C@@H]1C[C@@H]2c3cc(NC(=O)C4CCC4)ccc3O[C@@H]2[C@H](CO)O1,-4,17,5.8,x
CCS(=O)(=O)Nc1ccc2c(c1)C(=O)N(C)C[C@@H](OC)[C@H](C)CN(C(=O)c1ccc3c(c1)OCO3)[C@@H](C)CO2,x,-7,2.4,-2
O=C(C[C@@H]1C=C[C@@H](NS(=O)(=O)c2ccc(F)cc2)[C@H](CO)O1)N1CCC(Cc2ccccc2)CC1,-3,-6,0.2,73
CC(=O)N(C)C[C@H]1Oc2cc(C#Cc3ccc(F)cc3)ccc2S(=O)(=O)N([C@H](C)CO)C[C@@H]1C,1,7,-0.8,-37
CCCNC(=O)N(C)C[C@@H]1Oc2ncc(C#CC3CC3)cc2C(=O)N([C@H](C)CO)C[C@@H]1C,x,38,-0.3,11
C[C@@H]1CN([C@H](C)CO)C(=O)c2cc(NC(=O)CCCN(C)C)ccc2O[C@@H](C)CCCCO[C@H]1CN(C)Cc1ccc(C(F)(F)F)cc1,5,-86*,5.7,77
C[C@@H]1CCCCO[C@@H](CN(C)C(=O)Nc2ccc3c(c2)OCO3)[C@@H](C)CN([C@H](C)CO)C(=O)c2cc(NS(C)(=O)=O)ccc2O1,-1,45,2.0,13
C[C@H]1CN([C@@H](C)CO)C(=O)c2c(c3ccccc3n2C)-c2ccccc2CO[C@H]1CN(C)S(=O)(=O)c1ccccc1C#N,4,-79,-0.5,107*
C[C@H]1CN([C@@H](C)CO)C(=O)c2cccc(NC(=O)Nc3ccc(C(F)(F)F)cc3)c2O[C@@H]1CN(C)C(=O)Nc1ccc2c(c1)OCO2,65,-3,0.1,38
CC(=O)N1[C@H](C(=O)NC2CCC2)[C@@H](CO)[C@@H]2Cn3c(ccc(-c4ccc(F)cc4)c3=O)[C@@H]21,-2,x,-0.1,64
COc1ccc(NC(=O)N(C)C[C@H]2OCCCC[C@H](C)Oc3ccc(NC(=O)Nc4ccc5c(c4)OCO5)cc3C(=O)N([C@@H](C)CO)C[C@@H]2C)cc1,10,-43,x,38
C[C@@H]1CN([C@H](C)CO)S(=O)(=O)c2ccc(C3=CCCCC3)cc2O[C@@H]1CN(C)S(C)(=O)=O,-9,59,0.2,30

# Reprinted at random: 2 compounds from above.
SMILES,C diff growth,Pf Dd2 inh,GASC1 inh,T cruzi growth
CC(=O)N1[C@H](C(=O)NC2CCC2)[C@@H](CO)[C@@H]2Cn3c(ccc(-c4ccc(F)cc4)c3=O)[C@@H]21,-2,x,-0.1,64
C[C@@H]1CCCCO[C@@H](CN(C)C(=O)Nc2ccc3c(c2)OCO3)[C@@H](C)CN([C@H](C)CO)C(=O)c2cc(NS(C)(=O)=O)ccc2O1,-1,45,2.0,13

# Bioassay records as filed in PubChem.
